# Screening data: PubChem, National Center for Advancing Translational Sciences (NCATS)
# Lipid storage S3 = qHTS Assay for Lipid Storage Modulators in Drosophila S3 Cells | Drosophila S3 cells, BODIPY lipid droplet fluorescence, 18-24 h; cells fed with added oleic acid | lipid storage change, negative = inhibition, % at the top dose, mostly 46.1 µM; hits show Potency in µM | 320,000 compounds, 0.64% hits; active = well fitted inhibition curve with a large enough effect in the signal ratio, with a control signal flat, not every such curve was filed as active; inconclusive = small, poorly fitted or top-dose-only effect, or effect the other way, or a change in a side signal; the % refers to the signal ratio
#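 Drosophila S3 cells loaded with oleic acid (400 uM, as added) and compounds at several concentrations; lipid droplets imaged by 488-nm laser-scanning cytometry, 500–530 nm intensity and object ratio to cell channel. Percent activity normalized to 20 uM Triacsin C.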
# Lipid storage S3 cell count max = recorded beside Lipid storage S3, whose call it bears; cell number change, %; measured here: cell count max response;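 cells counted by Cell Tracker Red CMTPX staining in the red channel; peak over a dose series mostly up to 46.1 µM; percent activity relative to internal control wells on each plate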
# Numbers without * were called inactive; i = inactive; ? = inconclusive; / = no result given. % is scaled to controls: 0 for no effect and ±100 for the full control effect; potency is read from the fitted curve at half-maximal effect.
SMILES,Lipid storage S3,Lipid storage S3 cell count max
CCCCN1CCCCC1C(=O)Nc1c(C)cccc1C (stereo not given),-3%,2
CCC1=Nc2cc(C(=O)NCC3CCCO3)ccc2Sc2ccc(Br)cc21 (stereo not given),-5%,13
Cn1cc(C2CC(c3ccccc3)=NN2C(=O)c2ccccc2)c2ccccc21 (stereo not given),?,/
COc1cc(O)c(C(CCN2CCOCC2)c2ccc3c(c2)OCO3)c(OC)c1 (stereo not given),5%,-18
Cn1c(CNC(=O)Nc2ccccc2Cl)nnc1SCc1ccccc1,?,/
COc1ccc(NC(C)=[N+](C)CCNS(=O)(=O)c2ccc(Cl)cc2)cc1Cl,-17%,-10
CSc1cccc(CN2CCCC(CO)(Cc3cccc(Cl)c3)C2)c1 (stereo not given),?,/
CC(Sc1nc2c(c(=O)[nH]1)CCCC2)C(=O)Nc1ccccc1C#N (stereo not given),?,/
Cn1c(OCc2cccnc2)nc2c1c(=O)n(Cc1ccccc1)c(=O)n2C,i,/
Cc1ccc(-c2cc(C(=O)N3CCN(C(=O)c4ccco4)CC3)[nH]n2)c(C)c1,i,/
Cc1noc(NS(=O)(=O)c2ccc(N3CC(O)=C(c4ccccc4)C3=N)cc2)c1C,-2%,13
Cc1ccc(C(c2c(C)n(C)n(-c3ccccc3)c2=O)c2c(C)n(C)n(-c3ccccc3)c2=O)s1,-24%,-10
CCCCN(CCCC)S(=O)(=O)c1ccc(SCC(=O)OCC)c([N+](=O)[O-])c1,?,/
COc1ccc(N(CC(=O)N2CCN(c3ccc(F)cc3)CC2)S(=O)(=O)c2c(C)n[nH]c2C)cc1,1%,2
O=C1CSC(c2ccccc2Br)N1c1ccc(Cl)cn1 (stereo not given),9%,-8
CCOc1ccc(CCNC(=O)CCC(=O)N2CCOc3ccccc32)cc1OCC,?,/
COc1ccc(C2CCCN2C(=O)c2cccs2)cc1 (stereo not given),?,/
Fc1ccc2c(c1)C1OCCCC1C(c1ccccc1)N2 (stereo not given),?,/
O=C(NCc1ccccn1)C1CCC(=O)N(Cc2ccc(Cl)cc2)C1 (stereo not given),?,/
CCC(C(=O)Nc1ccncc1)c1ccccc1 (stereo not given),?,/
O=C(C1CCC1)N1CCc2cc(S(=O)(=O)NC3CCCc4ccccc43)ccc21 (stereo not given),?,/
Nc1nc(Nc2ccccc2F)nc(N2CCCC2)c1[N+](=O)[O-],?,/
O=C(COc1ccc(-c2ccccc2)cc1)N/N=C/c1cccnc1,i,/
Cc1cc(NCCCN(C)C)n2c(nc3ccccc32)c1C#N,-1%,9
Cc1ccc(NC(=O)CSc2nc3[nH]ncc3c(=O)[nH]2)c(C)c1,?,/
CS(=O)(=O)N1CCc2cc(C(=O)Nc3ccc(Br)cc3)ccc21,3%,11
O=C(CC(c1cccs1)S(=O)(=O)c1ccccc1)c1ccc(F)cc1 (stereo not given),?,/
CC(C)c1nnc(NC(=O)c2nc(S(=O)(=O)Cc3ccccc3)ncc2Cl)s1,?,/
CSC1=N/C(=C\c2ccc(Br)o2)C(=O)S1,?,/
CCn1cc2nc(SCC(=O)Nc3ccc(F)cc3F)n(Cc3ccccc3)c(=O)c2n1,?,/
COc1ccccc1OCCNC(=O)CN1C(=O)NC2(CCCCC2)C1=O,5%,30
CCOc1ccc(OCC(=O)Nc2nccs2)cc1,?,/
Cc1ccc[n+](-c2nc([O-])sc2/C=N/Nc2ccc([N+](=O)[O-])cc2)c1,?,/
COC(CCN(C)C)(c1ccccc1)c1ccccc1,0.18µM*,-3.7*
Cc1cc(CNC(=O)CC2C(=O)NCCN2Cc2ccc(-c3ccccc3)cc2)nn1C (stereo not given),?,/
c1coc(-c2ncc[nH]2)c1,?,/
CC1CCN(CCCOc2ccc(Cl)cc2Br)CC1,?,/
N#CC1=C(N)OC2=C(C(=O)CCC2)C1c1ccsc1 (stereo not given),13%,3
Cc1c(NC(=O)NC(=O)c2ccc(F)cc2)c(=O)n(-c2ccccc2)n1C,-2%,4
Cc1csc(NC(=O)CSc2ncn(-c3ccccc3)n2)n1,?,/
O=C(Cc1ccc(F)cc1)N1CCC(N2CCC(C(=O)N3CCOCC3)CC2)CC1,2%,/
CCOc1ccc(C(=O)Nc2cc3c(cc2N2CCCC2)n(CC)c(=O)n3CC)cc1OCC,?,/
CCOc1ccc(NC(=O)CN(C)C(=O)CCNC(=O)c2ccc(Br)cc2)cc1OCC,?,/
CCCNC(=O)C1CC(=O)N(c2ccc(OCC(=O)Nc3cc(C)cc(C)c3)cc2)C1 (stereo not given),i,/
CCN1CCN(C(=O)C2CCN(C(=O)c3cc4sccc4n3CC)CC2)CC1,i,/
COc1cc2c(cc1OC)CN(CC(=O)Nc1ccc3c(c1)OC(F)(F)O3)CC2,?,/
O=C(CN(Cc1ccccc1)S(=O)(=O)c1ccc2c(c1)OCCO2)N/N=C/c1ccc(F)cc1,?,/
Nc1nc(NC(=O)c2ccccc2Cl)nn1-c1ccccc1,-5%,-13
COc1ccc(-n2c(SCC(=O)NCC3CCCO3)nc3ccccc32)cc1 (stereo not given),?,/
CC1=NN(c2nc(-c3ccc(C)cc3)cs2)C(=O)C1N=Nc1ccccc1O (stereo not given),?,/

# Next records:
SMILES,Lipid storage S3,Lipid storage S3 cell count max
CCOC(=O)C1CCN(C(=O)COC(=O)c2ccc3[nH]c4c(c3c2)CCCC4)CC1,?,/
COc1cccc(/C=C2/SC(=O)N(C)C2=O)c1OCc1ccc(C(=O)O)cc1,18%,6
COc1ccc(C)cc1NC(=O)Nc1cnccn1,-9%,-16
CCOC(=O)C1CCN(C(=O)Cn2cccc2C(=O)c2ccccc2)CC1,?,/
CCC(C(=O)O)n1nnc(-c2ccc(OCc3ccccc3)c(OC)c2)n1 (stereo not given),?,/
CCOC(=O)c1oc2ccccc2c1CSc1nnc(-c2ccco2)o1,?,/
CCCN(CC1CC1)C(=O)COC(=O)c1oc2c(F)cccc2c1C,1.6µM*,1.1*
CC(C)NC(=O)COC(=O)c1ccccc1Oc1ccccc1,i,-1
O=C(O)c1cc(S(=O)(=O)N2CCOCC2)ccc1N1CCCCC1,?,/
COc1ccccc1N1CCN(S(=O)(=O)c2cc3c(cc2C)NC(=O)CO3)CC1,2%,8

# 2 consecutive compounds already listed, quoted:
SMILES,Lipid storage S3,Lipid storage S3 cell count max
CCOC(=O)C1CCN(C(=O)COC(=O)c2ccc3[nH]c4c(c3c2)CCCC4)CC1,?,/
COc1cccc(/C=C2/SC(=O)N(C)C2=O)c1OCc1ccc(C(=O)O)cc1,18%,6

# (list continues)
SMILES,Lipid storage S3,Lipid storage S3 cell count max
O=C(CN1C(=O)NC2(CCCC2)C1=O)OCCOc1ccccc1,?,/
CC(C)(C)C(=O)Nc1nc2cc3c(cc2s1)OCO3,9%,11
CCCCCC(C)NC(=O)c1cc(S(=O)(=O)N2CCCCC2)ccc1N1CCOCC1 (stereo not given),?,/
CC(C)c1ccccc1OCCNC(=O)c1cncc(Br)c1,0%,-6
O=C(c1ccccc1)c1cc(-c2ccccc2)on1,30%,-12
Cc1ccc(F)c(N=Cc2c(O)c3ccccc3oc2=O)c1,1%,-15
CCC(C)(C)NC(=O)CN(C(=O)CNS(=O)(=O)c1ccccc1)c1ccc2c(c1)OCCO2,i,-20
COc1ccc(C)cc1Nc1n[n+](C)c(-c2ccc(C(=O)O)cc2)s1,0%,5
COc1ccccc1Nc1nc(N)nc(CN2CCCCCC2)n1,?,/
CCOC(=O)c1c(C)[nH]c(C(=O)NCCN2CCOCC2)c1C,?,/

# Entries of single compounds, looked up by structure. Order of screens: Lipid storage S3, Lipid storage S3 cell count max
# Results for Cc1ccc(F)c(N=Cc2c(O)c3ccccc3oc2=O)c1 = 1%, -15
# Results for COc1ccc(C)cc1Nc1n[n+](C)c(-c2ccc(C(=O)O)cc2)s1 = 0%, 5
# Results for CCC(C)(C)NC(=O)CN(C(=O)CNS(=O)(=O)c1ccccc1)c1ccc2c(c1)OCCO2 = i, -20
# Results for CC(C)c1ccccc1OCCNC(=O)c1cncc(Br)c1 = 0%, -6
# Results for CCOC(=O)c1c(C)[nH]c(C(=O)NCCN2CCOCC2)c1C = ?, /

# Other compounds follow.
SMILES,Lipid storage S3,Lipid storage S3 cell count max
CCCN1CCN(C(=O)Cn2cnc3ccc(S(=O)(=O)N4CCC(C)CC4)cc3c2=O)CC1,14%,6
C/C(=N/NC(=O)c1nnn(-c2nonc2N)c1COc1ccccc1)c1ccc(O)cc1,-14%,-21
O=C(NCc1nc2ccccc2[nH]1)C1=C[C@H](c2ccccc2)C[C@H](OCc2ccc(CO)cc2)O1,18%,2
CN1C(C(=O)NCc2cccc(Br)c2)CC2Cn3c(nc4ccccc43)C21 (stereo not given),1%,6
COc1cc(C2CC(=O)n3c(nc4ccccc43)S2)cc(OC)c1OC (stereo not given),-4%,-7
COCCCn1c(O)c(/C=C2\N=C(C#N)C(=Nc3ccc(C)cc3)O2)sc1=S,?,/
CN1C(=O)c2cccc3c(S(=O)(=O)N4CCCC4C(=O)O)ccc1c23 (stereo not given),?,/
CCN(CC)S(=O)(=O)c1ccc(OCC(=O)NCc2ccco2)cc1,19%,11
Cc1csc(Nc2ccccc2)[n+]1C,8%,24
CCc1ccc(CN2CCC(C(=O)Nc3ccc(Oc4ccccc4)nc3)CC2)o1,i,/
O=C(CCC(=O)Nc1ccccc1)NNC(=O)CCc1ccccc1,?,/
Cc1nn(CC(=O)NCc2ccccc2)c(=O)c2cccn12,?,/
CSc1ncccc1C(=O)OCc1nc2ccsc2c(=O)[nH]1,?,/
CC1CCCC(C)N1NC(=S)Nc1ccc(OC(F)F)cc1 (stereo not given),?,/
O=C(O)CSC12CC3CC(C1)CC(C(=O)O)(C3)C2,?,/
COc1cc(-c2nc(-c3ccc4c(c3)-c3ccccc3S4(=O)=O)c(-c3ccccc3)[nH]2)cc(OC)c1OC,?,/
Cc1ccc(NS(=O)(=O)c2ccc3c(c2)NC(=O)CC(=O)N3)cc1C,?,/
CCC1CCCCN1C(=O)NC(=O)c1ccccc1 (stereo not given),?,/
COc1cccc(C2CC(c3ccccc3C)n3nc(N)nc3N2)c1 (stereo not given),i,/
CCN(CC)c1ccc(/C=N/NC(=O)c2cnccn2)c(O)c1,?,/
CCc1ccc2oc(=O)cc(CN3CCOCC3)c2c1,?,/
O=C(c1sc2cc([N+](=O)[O-])ccc2c1Cl)N1CCCCC1,-6%,1
COc1cc(/C=C/C(=O)OC(C)C(=O)NC2CCCCC2C)cc(Cl)c1OC (stereo not given),?,/
CCOc1ccc(CN2CCN(Cc3cc4c(cc3Cl)OCO4)CC2CCO)cc1 (stereo not given),-8%,-18
CCSc1nnc(-c2cccc(S(=O)(=O)N(C)C)c2)n1-c1cc(OC)ccc1OC,?,/
CCc1nc2ccc(C(=O)N3CCN(c4ccc([N+](=O)[O-])cc4)CC3)cc2nc1CC,?,/
O=C1CCC(C(=O)Nc2cccc(Br)c2)N1 (stereo not given),-1%,-8
COC(=O)C1=C(C)N=c2s/c(=C/c3cccs3)c(=O)n2C1c1cccs1 (stereo not given),-16%,16
COc1ccc(NC(=O)C/C(C)=N/NC(=O)c2ccncc2)c([N+](=O)[O-])c1,8%,10
COc1cc(C)c(/C=C(\C#N)C(=O)Nc2ccc(C)cc2)cc1C(C)C,13%,3
C(=N\Nc1nc(N2CCOCC2)nc(N2CCOCC2)n1)/c1ccncc1,11%,18
C=CCn1c(C)nc2ccccc2c1=O,?,/
CC(=O)c1ccc(N2CCN(c3ccc(S(=O)(=O)N4CCN(C)CC4)cn3)CC2)cc1,?,/
COc1ccc(OC)c(-n2c(C)cc(/C=C3\C(=N)N4N=C(CC(=O)N5CCOCC5)SC4=NC3=O)c2C)c1,?,/
CCOC(=O)C1(Cc2ccccc2)CCN(Cc2ccc(COC)o2)CC1,-2%,-15
O=C(CSc1cc(Cl)ccc1Cl)NCC1CCCO1 (stereo not given),i,/
Cc1cc(NC(=S)N(CCCN2CCN(C)CC2)Cc2ccco2)ccc1Cl,?,/
Cc1nn(C)c(Cl)c1CN1CCC(CO)(CC2CCCCO2)CC1 (stereo not given),17%,7
NS(=O)(=O)OCCCc1ccccc1,?,/
CCOc1ccc(Cl)cc1S(=O)(=O)N1CCC(C(=O)NCc2ccccn2)CC1,?,/
O=C(C1CCCN(Cc2cccc(Cl)c2)C1)N1CCCCC1 (stereo not given),?,/
N#CC(Cc1ccccc1)(Cc1ccccc1)C(=O)NN,?,/
C=CCNc1nc(C(=O)OCC(=O)c2ccc(C)c([N+](=O)[O-])c2)cs1,?,/
N#Cc1c(N2CCCC(O)C2)nc(N)c2c(N)nc3c(c12)CC(=O)N3C12CC3CC(CC(C3)C1)C2 (stereo not given),?,/

# 3 compounds from above, sorted by formula weight, low to high:
SMILES,Lipid storage S3,Lipid storage S3 cell count max
N#CC(Cc1ccccc1)(Cc1ccccc1)C(=O)NN,?,/
O=C(C1CCCN(Cc2cccc(Cl)c2)C1)N1CCCCC1 (stereo not given),?,/
CCOc1ccc(Cl)cc1S(=O)(=O)N1CCC(C(=O)NCc2ccccn2)CC1,?,/

# An excerpt; count on the stated rates, not on these rows.
